Screening results deposited in PubChem BioAssay by several laboratories.
Wee1 stabilizer: Wee1 degradation inhibitors, primary screen, cell-based, HeLa, Wee1K328M-luciferase, luminescence. HeLa Luc-Wee1K328M stability; 100% = proteasome inhibitor MG132 effect. reporter increase, % at 5 µM. 220,000 tested, 1.2% active;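 active means activation above the mean of all tested compounds plus 3 SD, set per screening run, cut at about 8.8% in these data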;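 further: cells exposed to compound for 20 h before luminescence read; 0% = DMSO alone and 100% = MG132 at 30 µM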
Cl transport mod: KCC2 cotransporter modulators, thallium flux, primary screen, cell-based, HEK293 KCC2, FluoZin-2 fluorescence, MLSMR; AID 1456, 2008; 190,000 tested, 2.2% active; KCC2 cells, thallium flux FluoZin-2 fluorescence; B-score of Tl+ flux slope (higher = more flux/activation; lower = inhibition) at 10 µM;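 active means thallium flux slope and its plate-corrected score both differing from the plate sample mean at a set confidence after two filtering rounds, in either direction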;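 further: slope of fluorescence scaled to starting intensity during 10 to 20 s after thallium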
FXIIa inh 1536: human FXIIa protease inhibitors, primary screen, biochemical, 1536-well; Coagulation factor XII (Homo sapiens), P00748; purified FXIIa, Boc-QGR-AMC fluorogenic substrate, 2 h; inhibition, % at 5 µM; 220,000 tested, 0.3% active; AID 800, 2007; in the data active means inhibition above about 40%;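 further: 0% = enzyme with no compound and 100% = blank without enzyme; many of its hits are not listed in these tables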
thrombin 1536: human alpha-thrombin inhibitors, primary screen, counter-screen for coagulation protease inhibitor project, biochemical, 1536-well, fluorogenic AMC substrate; 220,000 tested, 0.26% active; Prothrombin (Homo sapiens), P00734; inhibition, % at 5 µM; AID 1046, 2008; Boc-VPR-AMC fluorogenic substrate cleavage;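 active means inhibition at or above 40%; inactive means inhibition below 40%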;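 further: 0% = enzyme with no compound and 100% = wells without enzyme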
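Test system: human alpha-thrombin protein / Dosing: one concentration per compound, 5 µM, with 0.2% DMSO / Medium: pH 7.5 Tris-saline with Tween 20 / Benchmarks: no-compound enzyme wells and no-enzyme blanks / Read-out basis: percent inhibition of thrombin substrate cleavage / Timing: reaction at room temperature / Measured by: fluorescence, ex 355 nm, em 460 nm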
KLK5 inh: human KLK5 protease inhibitors, primary screen, biochemical, 1536-well; Kallikrein-5 (Homo sapiens), Q9Y337; recombinant hK5, fluorogenic AMC substrate cleavage; inhibition, % at 5 µM; 210,000 tested, 0.59% active; AID 873, 2007;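 active means inhibition of 40% or more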;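 further: 0% = enzyme controls without compound and 100% = no-enzyme blanks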
Target sequence (Q9Y337 67-293 limits assumed): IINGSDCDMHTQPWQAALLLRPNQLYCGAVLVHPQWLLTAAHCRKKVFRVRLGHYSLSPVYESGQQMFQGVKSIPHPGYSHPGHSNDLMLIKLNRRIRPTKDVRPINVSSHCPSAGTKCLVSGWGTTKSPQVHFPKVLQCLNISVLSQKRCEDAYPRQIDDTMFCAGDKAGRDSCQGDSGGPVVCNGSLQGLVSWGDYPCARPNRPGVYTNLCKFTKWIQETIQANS
Furin inhibitor: human furin inhibitors, primary screen, biochemical, fluorescence intensity; P09958; purified furin, fluorogenic substrate cleavage; inhibition, % at 30 µM; 220,000 tested, 0.061% active; AID 463115, 2010; in the data active means inhibition above about 25%; further: inactives centre near -15
p97 ATPase inh: inhibitors of human p97 ATPase, primary screen, biochemical; recombinant p97 ATPase, Kinase-Glo ATP luminescence, 3 h; Transitional endoplasmic reticulum ATPase (Homo sapiens), P55072; inhibition, % at 8 µM; 220,000 tested, 0.42% active; in the data active means inhibition above about 15%;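 further: 0% = DMSO vehicle and 100% = wells lacking enzyme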
FXIa inh 1536: human FXIa protease inhibitors, primary screen, biochemical, 1536-well; Coagulation factor XI (Homo sapiens), P03951; 220,000 tested, 0.14% active; AID 798, 2007; purified FXIa, Boc-Glu-Ala-Arg-AMC fluorogenic substrate; inhibition, % at 5 µM;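 active means inhibition of at least 40%; inactive means inhibition below 40%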;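 further: fluorescence of freed AMC excited at 355 nm; 0% = enzyme without compound and 100% = no enzyme blank; many of its hits are not listed in these tables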
Target sequence (P03951 19-387 limits assumed): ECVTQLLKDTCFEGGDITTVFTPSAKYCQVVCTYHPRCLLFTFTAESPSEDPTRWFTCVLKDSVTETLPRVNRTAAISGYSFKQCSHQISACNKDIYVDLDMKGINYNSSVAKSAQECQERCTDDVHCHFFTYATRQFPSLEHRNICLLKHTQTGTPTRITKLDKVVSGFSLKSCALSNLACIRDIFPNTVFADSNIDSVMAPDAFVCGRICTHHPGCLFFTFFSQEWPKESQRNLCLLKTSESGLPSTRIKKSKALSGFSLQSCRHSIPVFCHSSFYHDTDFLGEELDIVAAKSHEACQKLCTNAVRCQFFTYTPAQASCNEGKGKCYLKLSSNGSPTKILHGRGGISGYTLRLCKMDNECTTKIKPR
Target sequence (P03951 388-625 limits assumed): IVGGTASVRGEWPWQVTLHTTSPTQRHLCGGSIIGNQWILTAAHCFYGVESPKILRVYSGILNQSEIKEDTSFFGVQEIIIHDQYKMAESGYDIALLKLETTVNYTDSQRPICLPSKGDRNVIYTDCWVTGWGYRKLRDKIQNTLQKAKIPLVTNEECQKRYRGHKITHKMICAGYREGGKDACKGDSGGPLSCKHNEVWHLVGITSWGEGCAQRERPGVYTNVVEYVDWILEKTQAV
PERK inh: block of dimerizer-induced PERK translation repression, primary screen, PERK inhibitor project, CHO PERK-DD cells, SEAP luminescence, HTS; Eukaryotic translation initiation factor 2-alpha kinase 3 (Homo sapiens), Q9NZJ5; CHO PERK-DD fusion, SEAP luminescence translation reporter; inhibition, % at 5.6 µM; 220,000 tested, 0.17% active; AID 1416, 2008;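 active means inhibition above the mean inhibition of all tested compounds plus 3 SD, set separately per screening campaign, cut at about 2.9% in these data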;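 further: PERK kinase domain activated by AP20187 dimerizer at 100 nM; 0% = DMSO with dimerizer and 100% = rapamycin at 8.4 µM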
* = called active by the depositor; x = no result given; [ ] = another dose, or the depositor's remark.

SMILES	Wee1 stabilizer	Cl transport mod	FXIIa inh 1536	thrombin 1536	KLK5 inh	Furin inhibitor	p97 ATPase inh	FXIa inh 1536	PERK inh
COc1ccccc1-n1c(SCC(=O)Nc2cccc(S(N)(=O)=O)c2)nc2ccccc2c1=O	-2	-0.42	3	-4	-2	-9	3	-5	-1.1
CC(C)CC1NC(=O)N(CC(=O)N2c3ccccc3NC(=O)C2(C)C)C1=O (stereo not drawn)	4	0.67	-3	-15	-4	-20	-4	-2	-0.3
CCOc1ccc(NC(=O)c2nccnc2CO)cc1	3	x	5	-5	-6	-16	-5	-4	1.0
CCN(CC)S(=O)(=O)c1cccc(C(=O)OCC(=O)NC(C)c2ccccc2)c1 (stereo not drawn)	-1	-0.022	4	-5	-4	-9	-4	-3	-0.7
CCOC(=O)Cn1c(=O)oc2cc(S(=O)(=O)N3CCN(C(=O)c4ccco4)CC3)ccc21	-1	0.098	10	0	-15	-25	0	8	-0.3
Cc1cccc(-n2cc(CN3CCN(C(=O)c4ncn[nH]4)CC3)c(-c3cccc(F)c3)n2)c1	-4	-0.89	6	-6	-5	-20	8	-1	0.1
COc1ccccc1N1CCN(C(=O)CSc2nc(-c3ccccc3)cc(=O)[nH]2)CC1	2	-2	6	1	-21	-23[20 µM]	0	1	0.4
COc1cccc(-c2cc(-c3cccnc3)c(C#N)c(N)n2)c1	-2	-0.73	-16	1	-13	-25	-2	-12	-2.0
CS(=O)(=O)c1ccc2sc(NC(=O)c3cc4ccccc4o3)nc2c1	0	-0.3	6	-8	2	-17	8	0	0.4
Cc1ccc(C2(C)NC(=O)N(Cc3c(C)noc3C)C2=O)cc1 (stereo not drawn)	-1	0.024	10	-9	-19	-22	-5	4	-0.3
COc1ccc(-c2noc(-c3cccc(Cl)c3)n2)cc1OC	2	1.6	7	-5	-13	-10	-3	1	-1.3
Cc1cccc(N2CCN(C(=O)c3ccoc3C)CC2)c1C	0	-0.61	12	-1	-27	-9	3	6	0.3
Cc1cc(C(=O)N2CCN(Cc3ccc4c(c3)OCO4)CC2)cs1	-2	0.93	16	13	6	-15	-2	17	-0.4
CC(C)N1C(=O)CCC1C(=O)N1CCN(c2ccc(F)cc2)CC1 (stereo not drawn)	8	0.7	12	4	3	-14	7	3	-0.7
COc1ccc(C2(C(=O)Nc3ccc(C)c(C)c3)CCOCC2)cc1	-3	-0.051	9	-5	18	-11	0	1	0.6
COc1ccc(S(=O)(=O)CCC(=O)N2CC(=O)N(CCc3ccccc3)C(=O)C2)cc1	1	-0.38	7	6	11	-19	1	0	0.1
O=C(CSC1CC(=O)N(c2ccc(C(=O)O)cc2)C1=O)Nc1ccc(Cl)cc1 (stereo not drawn)	8	0.048	10	2	15	-16	2	0	0.7
CN1CCN(C(=O)NC2CCCCC2)CC1	-1	-1.2	17	-1	-4	-5[20 µM]	0	9	0.1
COCCNc1nc(N)c([N+](=O)[O-])c(NCCO)n1	-1	0.84	3	-20	-4	3	4	3	0.8
CS(=O)(=O)N1CCN(c2ccccc2NC(=O)c2cc(Br)ccc2Cl)CC1	2	-0.089	11	-1	x	-17	1	3	0.9
Cc1c(C(=O)NNS(=O)(=O)c2ccccc2)sc(=S)n1C	4	0.0075	1	-7	-11	-14	-5	0	0.0
CCOC(=O)c1ccccc1NC(=O)c1cccs1	-3	-0.77	16	5	-21	-20	2	6	0.6
COc1cccc(-n2cc(CN(C)Cc3nc(Cc4ccccc4)no3)cn2)c1	0	-1.2	8	1	x	-18	0	3	0.4
O=c1cc(CCl)nc2scc(-c3ccccc3)n12	3	-1.2	7	5	-5	-8	1	-1	1.3
Cn1c(=O)oc2cc(S(=O)(=O)NCc3ccncc3)ccc21	0	-0.5	0	-7	-11	-11	3	-3	0.2
CCOc1ccc(NC(=O)CCNS(=O)(=O)c2ccc(Br)s2)cc1	1	0.41	11	5	-14	-22[20 µM]	4	1	-0.5
CC1=C(C(=O)Nc2ccccn2)C(c2ccccc2Cl)NC(=S)N1 (stereo not drawn)	-1	-0.32	9	0	3	-26	2	13	1.2
Cc1ccc2nc(NC(=O)CN(C)S(=O)(=O)c3cccc4nsnc34)sc2c1	-1	0.99	7	20	34	0[20 µM]	-7	7	0.3
Cc1ccc(CSC2=Nc3ccccc3C3=NC(CC(=O)NCc4ccco4)C(=O)N23)cc1 (stereo not drawn)	0	0.47	4	-8	3	-7[20 µM]	3	4	-1.1
CC(=O)NNC(=S)Nc1cc(S(=O)(=O)N(C)C)ccc1C	2	1.2	17	-6	-16	-14	5	1	1.3
CCOC(=O)Nc1ccc(S(=O)(=O)Nc2cc(C)on2)cc1	2	1	15	4	-23	-26[20 µM]	-4	-8	0.1
COC(=O)c1sccc1NC(=O)C1CC=CCC1C(=O)O (stereo not drawn)	-1	-0.48	0	-2	-6	-17[20 µM]	7	1	1.0
CCOC(=O)c1ccc(NC(=O)Cn2cnc3cc(C)c(C)cc32)cc1	-1	1.1	6	-1	4	-20	1	-1	-0.3
Cc1nonc1OCCNC(=O)C12CC3CC(CC(C3)C1)C2	1	-0.064	9	-3	-6	-11[20 µM]	0	-5	1.9
Cc1ccccc1Nc1nc(-c2sc(NC(=O)c3ccccc3)nc2C)cs1	1	-0.95	0	-3	5	-2[20 µM]	1	-3	-0.1
COC(=O)c1ccc(NC(=O)NC2CCCCC2)cc1	2	0.42	5	-7	-20	-9	4	1	0.5
Cc1cccc(C2N=C(N)Nc3nc4ccccc4n32)c1 (stereo not drawn)	-1	0.17	2	-13	-1	-17	1	-1	0.2
Cn1c(=O)[nH]c(=O)c2c1nc(N1CCOCC1)n2CC(O)COc1ccc2ccccc2c1 (stereo not drawn)	1	-0.72	-6	1	6	-20[20 µM]	4	2	-1.0
Cc1c(Cl)cccc1NC(=O)CSc1nnc(C)n1-c1ccccc1	4	0.13	24	-3	-1	-10	-2	18	-1.1
CC(=O)c1ccc(-c2ccccc2[C@H]2[C@H]3C=CC[C@@H](C)[C@@H]3C(=O)N2Cc2ccccc2)cc1	x	-1.1	8	0	3	-21	x	2	x
O=C(COc1ccccc1)N1CCN=C1SCc1cccc(F)c1	-1	0.2	11	0	1	-19	0	1	0.1
C=CCOc1ccc(C2C(C#N)=C(N)N(Nc3ccccc3)C3=C2C(=O)CC(C)(C)C3)cc1OC (stereo not drawn)	5	0.26	10	-1	-66	-18[20 µM]	1	5	-1.1
Cc1cccc(OCCSc2nc3ncnc(N)c3[nH]2)c1	6	0.88	0	0	-10	-23	4	-6	-0.1
Cc1cc(C)c(C#N)c(SCCS(=O)(=O)c2ccc(C(C)(C)C)cc2)n1	-2	-0.052	12	-4	-5	-20[20 µM]	-4	4	-0.6
Cc1nc2c(C(=O)NCc3cccs3)cnn2c(C)c1Cc1ccc(F)cc1	2	-0.46	4	34	6	-9	-9	2	-1.1
CCC(CC)c1nnc(NC(=O)c2ccco2)s1	0	0.51	6	-8	-1	-10	1	-7	-0.3
N#CNC(=Nc1ccc(F)cc1)SCc1ccccc1	0	0.63	10	-1	-7	-18	4	0	0.4
O=C1CC(c2ccccc2)=Nc2ccccc2N1	1	-0.027	-7	-16	4	-8[20 µM]	-2	3	0.2

Three compounds already listed, ordered by the value under FXIIa inh 1536, high to low:
mol	FXIIa inh 1536
Cc1cc(C(=O)N2CCN(Cc3ccc4c(c3)OCO4)CC2)cs1	16
CCOC(=O)Nc1ccc(S(=O)(=O)Nc2cc(C)on2)cc1	15
COc1ccccc1-n1c(SCC(=O)Nc2cccc(S(N)(=O)=O)c2)nc2ccccc2c1=O	3

Further compounds:
SMILES	Wee1 stabilizer	Cl transport mod	FXIIa inh 1536	thrombin 1536	KLK5 inh	Furin inhibitor	p97 ATPase inh	FXIa inh 1536	PERK inh
Cc1ccccc1Nc1nnc(SCC(=O)NC2CCCc3ccccc32)s1 (stereo not drawn)	-3	-1.7	21	-11	0	0	-2	18	-0.3
Cc1ccc(C(=O)CN(Cc2ccccc2)C2=NCCS2)cc1	10*	-0.25	4	-1	-9	-19	-3	-1	0.7
Cc1ccc(-n2cc(C(=O)O)c(=O)cc2C)c(C)c1	0	0.022	10	4	6	-12	-3	3	0.9
COc1ccc(C(=O)NC(=S)Nc2ccccc2N2CCOCC2)cc1Br	3	1.2	12	-9	-12	-8	-3	4	-1.1
CN(C)c1ccc(O)c2c1CC1CC3[C@@H](N(C)C)C(=O)C(C(N)=O)=C(O)[C@]3(O)C(=O)C1=C2O (stereo partly drawn)	-2	0.28	8	1	-10	-12	10	9	1.5
O=[N+]([O-])c1ccc(N/N=C/c2cn(Cc3ccc(F)cc3)c3ccccc23)nc1	0	0.55	14	11	11	-7	-1	13	-0.1
Cc1cc(CO)nn1-c1ccc([N+](=O)[O-])cc1	-2	-0.64	5	-4	-4	-13	1	1	2.5
CCOC(=O)c1c(N)sn(-c2ccccc2C)c1=S	-3	-0.024	20	-8	-8	-12	4	0	1.1
CCc1cc2cccc(C)c2nc1SCC(=O)NNC(=O)c1ccco1	0	x	-3	-9	1	-27[20 µM]	7	-3	0.6
O=C(c1ccc(Cl)cc1)N(Cc1ccccc1F)N1C(=O)CCCC1=O	-1	-2.1	7	-4	-3	-19	-5	-3	-0.6
CCOc1ccc2[nH]c(=O)c(CN(Cc3cccs3)Cc3nnnn3C(C)(C)C)cc2c1	-3	-0.12	-11	-2	1	-21	1	-1	1.0
Cc1onc(C(=O)Nc2sc3c(c2C(N)=O)CCCC3)c1[N+](=O)[O-]	0	0.62	4	-9	-1	-4	11	-3	1.0
CN(C)/C=N/n1cnc2ccccc2c1=O	-1	0.03	8	2	2	-5	-4	3	1.2
COC(=O)c1cc(NC2c3ccccc3C(=O)N2CCN2CCOCC2)cc(C(=O)OC)c1 (stereo not drawn)	-4	x	18	-3	0	-27	0	-3	-0.3
COc1cccc(NC(=S)NN2C(C)CCCC2C)c1 (stereo not drawn)	0	0.82	-5	-6	-3	-14	-3	-3	0.2
COc1ccc(CN(C(=O)c2cccs2)C(C(=O)NC2CCCCC2)c2ccc3ncccc3c2)cc1 (stereo not drawn)	-2	-0.64	13	0	3	-3[20 µM]	4	6	-1.1
S=C(NCC1CCCO1)NC1CC1 (stereo not drawn)	0	0.58	6	2	8	-18	-3	-3	0.5
O=C(CSc1nnc(C2CC2)n1Cc1ccccc1)NCc1ccccc1	2	-0.089	9	0	3	0[20 µM]	-2	-4	-0.1

Look-ups from above:
Cc1ccc2nc(NC(=O)CN(C)S(=O)(=O)c3cccc4nsnc34)sc2c1 – thrombin 1536 = 20
O=C(COc1ccccc1)N1CCN=C1SCc1cccc(F)c1 – FXIIa inh 1536 = 11
Cc1ccc(-n2cc(C(=O)O)c(=O)cc2C)c(C)c1 – KLK5 inh = 6
COc1ccc(-c2noc(-c3cccc(Cl)c3)n2)cc1OC – Furin inhibitor = -10
